GSK3A inh: blocks human GSK-3 alpha kinase | 0.1% of 320,000 active | ADP-Glo luminescence, 60 min | inhibition, % at 10 µM;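 in the data active = inhibition above about 50%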;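 also: GST-tagged GSK-3 alpha with peptide substrate and 25 µM ATP; 0% = DMSO neutral wells and 100% = GW8510 positive control wells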
Target sequence (P49840 whole entry, looked up): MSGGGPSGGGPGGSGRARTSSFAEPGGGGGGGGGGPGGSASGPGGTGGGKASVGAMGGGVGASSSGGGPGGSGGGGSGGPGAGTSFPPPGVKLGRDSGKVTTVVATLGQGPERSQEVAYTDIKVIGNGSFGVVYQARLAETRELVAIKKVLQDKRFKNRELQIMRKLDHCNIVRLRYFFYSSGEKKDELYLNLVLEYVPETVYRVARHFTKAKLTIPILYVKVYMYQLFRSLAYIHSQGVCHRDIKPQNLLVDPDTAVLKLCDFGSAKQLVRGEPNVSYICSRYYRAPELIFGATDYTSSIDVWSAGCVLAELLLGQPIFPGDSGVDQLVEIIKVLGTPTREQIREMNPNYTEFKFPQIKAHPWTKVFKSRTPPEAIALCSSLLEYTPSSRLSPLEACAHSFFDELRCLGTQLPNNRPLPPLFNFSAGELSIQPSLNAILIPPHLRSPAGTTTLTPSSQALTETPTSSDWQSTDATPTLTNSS
GSK3beta inhib: human GSK3beta kinase inhibition; P49841; 0.038% of 300,000 active; activity score (negative = inhibition), % at 10 µM; GST-GSK3beta kinase, ADP-Glo luminescence, 60 min; hits give low values; AID 2097;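 active = more than half of replicate wells score below -50%, meaning over 50% inhibition versus plate controls; inconclusive = some replicates but at most half score below -50%; inactive = no replicate scores below -50%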;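 also: 0% = median DMSO wells and -100% = median GW8510 positive control wells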
Target sequence (P49841 whole entry, looked up): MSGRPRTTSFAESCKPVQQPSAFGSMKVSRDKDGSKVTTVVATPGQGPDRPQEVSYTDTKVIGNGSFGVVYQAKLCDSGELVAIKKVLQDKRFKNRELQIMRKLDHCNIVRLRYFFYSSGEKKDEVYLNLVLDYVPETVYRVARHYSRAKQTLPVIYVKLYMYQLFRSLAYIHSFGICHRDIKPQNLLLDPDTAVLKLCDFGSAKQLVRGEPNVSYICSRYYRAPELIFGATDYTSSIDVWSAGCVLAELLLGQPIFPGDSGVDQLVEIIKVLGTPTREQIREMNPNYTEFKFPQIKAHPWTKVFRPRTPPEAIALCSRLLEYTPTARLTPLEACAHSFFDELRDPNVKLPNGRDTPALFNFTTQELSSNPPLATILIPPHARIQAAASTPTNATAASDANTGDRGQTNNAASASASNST
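test system = GST-tagged human GSK3beta kinase, cell-free | reagent = 25 µM ATP with peptide substrate | dosing = one dose of 10 µM per compound | schedule = 60 min reaction, RT | detection = luminescent ADP-Glo measurement of ADP formed | control set = DMSO neutral wells and GW8510 at 20 µM as positive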
Dyrk1A ADPGlo: Dyrk1A (rat) kinase inhibition; inhibition, % at 12.5 µM; 0.43% of 310,000 active; ADP-Glo luminescence, NFATc1 peptide; Q63470; AID 504441; in the data active = inhibition above about 50%;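 also: plate controls were vehicle with enzyme for no effect and no enzyme for full effect; many of its hits are not listed in these tables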
AI-2 QS mod: Vibrio harveyi AI-2 quorum sensing modulation. 0.4% of 300,000 active. AID 2094. Vibrio harveyi JMH597 AI-2 luminescence/OD600 ratio, 9 h; hits give low values; strain lacks LuxN and CqsS sensors; 0 = neutral-control median. activity change, % at 7.5 µM; in the data active = activity change below about -75%, passing the limit was not always enough; inconclusive = no clear call, values can overlap the other calls;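 also: luminescence divided by OD600 gain over 9 h not by final OD600 alone; inactives centre near 13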
Platelet DG rel: platelet dense granule release activity; human platelet-rich plasma, SFLLRN dense granule ATP release, luminescence; inhibition, %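 (compounds screened at 7.5 µM in platelet-rich plasma)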; 0.22% of 300,000 active; AID 1663;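 active = mean replicate score, as percent of positive control, at or above 50; inconclusive = mean below 50 but at least one replicate at or above 50; inactive = mean and every replicate below 50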
PolyA inh: blocks polyadenylation in yeast reporter cells; calls only at 12 µM; S. cerevisiae SKY197-pL101 polyadenylation reporter, beta-gal luminescence; efflux-impaired pdr1/pdr3 knockout yeast; score 100 = 6 SD above DMSO; AID 1875; 0.02% of 300,000 active;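 active = lowest replicate activity score at least 50, where 100 means six control SD above control mean; inconclusive = lowest score under 50 but half or more replicates reach 50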;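 also: yeast exposed to compound for 9 h at 30 °C; higher score means more reporter readthrough which indicates perturbed polyadenylation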
HSF1 inh: HSF1 inhibition; NIH3T3-HGL HSE-luciferase, MG132-induced, luminescence 8 h; hits give low values; activity change, negative = inhibition, % at 7.5 µM (by protocol); 0.77% of 300,000 active; AID 2098;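 active = more than half of replicate wells show activity change below -50%, luminescence cut by over half; inconclusive = some wells, but at most half, below -50%; inactive = no replicate well below -50%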;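 also: luciferase reports HSF-1 transcriptional activity via heat shock element; 0% = median of DMSO wells and -100% = zero luminescence signal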
HDAC3 inh: inhibitors of human histone deacetylase 3; recombinant HDAC3, fluorogenic peptide/trypsin coupled, fluorescence; inhibition, % at 8.3 µM; 0.15% of 320,000 active; O15379; in the data active = inhibition above about 26%, passing the limit was not always enough; inconclusive = no clear call, values can overlap the other calls
HSF-1 act: increases HSF-1 driven luciferase reporter signal; activation, % at 9 µM; AID 504408; 1.7% of 300,000 active; NIH3T3-HGL HSF-1 luciferase reporter, MG132, 8 h; 100% = twice DMSO control signal;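 active = mean replicate activation of at least 50% with a set share of replicates each reaching 50%; inconclusive = only one of those two conditions met; inactive = mean below 50% and too few replicates reaching it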;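 also: 0% = median of the neutral control wells and 100% = twice that signal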
HSP90 refold inh: blocks HSP90-mediated luciferase refolding in reticulocyte lysate | Rabbit reticulocyte lysate, luciferase refolding luminescence, 3 h | 0.91% of 290,000 active | inhibition, % at 5.6 µM;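 active = inhibition above the screen-wide mean plus 3 SD, computed separately per campaign, cut at about 16% in these data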;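 also: 0% = DMSO wells and 100% = 60 µM geldanamycin wells; inhibitors lower the luminescence because luciferase stays unfolded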
Numbers without * were called inactive; i = inactive; ? = inconclusive; · = not tested or not shown.

item	compound	Platelet DG rel	GSK3A inh	HDAC3 inh	GSK3beta inhib	HSF-1 act	PolyA inh	AI-2 QS mod	HSF1 inh	Dyrk1A ADPGlo	HSP90 refold inh
1	CCc1nc(C)ccc1OCC(=O)O	2	-2	-2	4	5	i	20	6	5	-1
2	CCN(CC)C1CCN(C(=O)c2ccc3nc(Cc4ccc(OC)cc4)oc3c2)C1 (centres undefined)	2	·	·	-4	30	i	10	1	-2	-1
3	CCOc1ccc(NC(=O)c2cccc(OC(=S)N3CCOCC3)c2)cc1	0	-4	1	-6	-12	i	-6	-6	1	1
4	COc1ccc(NC(=S)N2CCN(C)CC2)cc1	2	1	1	-4	-10	i	13	-10	·	·
5	O=C(COC(=O)c1ccc(S(=O)(=O)N2CCOCC2)cc1)Nc1nc(-c2ccccc2)cs1	-2	-2	-1	1	21	i	31	9	5	1
6	COc1ccc(Cl)cc1NC(=O)CN1CCC(n2nnc3cc(C)ccc32)CC1	2	-3	3	-2	19	i	10	-1	3	1
7	CCc1n[nH]c(=S)n1/N=C/c1ccccn1	-2	·	8	1	-12	i	0	-4	11	1
8	CC(Sc1nc2ccccc2[nH]1)C(=O)Nc1ccccc1F (centres undefined)	0	-7	-7	1	·	i	8	·	1	-6
9	COc1cc2c(cc1OC)CN(C(=O)CSc1nnc(C)s1)CC2	6	13	-5	0	-10	i	31	0	6	-1
10	COc1ccc(/C=C(\C#N)C(=O)NCCc2ccccc2)cc1OCc1ccccc1	9	1	-3	-1	-16	i	18	2	-2	7
11	Cc1nnc2ccc(-c3cccc(NS(C)(=O)=O)c3)nn12	4	1	-1	-6	3	i	17	-1	5	-1
12	CC(C)c1ccc(NC(=O)C2CC(=O)N(C3CCCC3)C2)cc1 (centres undefined)	-7	1	5	1	-19	i	15	-4	5	-1
13	COc1ccc(-c2sc(NC(=O)c3ccc(C)cc3)nc2-c2ccc([N+](=O)[O-])cc2)cc1	-2	-1	0	1	-8	i	-7	-9	0	-1
14	Cc1ccc(NC(=O)C2(S(=O)(=O)c3ccc(C)cc3)CC2)cc1	2	4	-1	1	4	i	-5	-5	1	4
15	Cc1cc(Nc2ccccc2)cc(=O)n1C	3	-2	7	-1	6	i	14	-2	5	·
16	O=C(Cn1cnc2ccccc2c1=O)Nc1ccc(S(=O)(=O)N2CCCC2)cc1	1	-2	1	-5	-2	i	-97*	-5	4	4
17	C=CCn1cc(-c2cccc(Cl)c2)cc(C#N)c1=O	7	0	-3	3	-2	i	5	3	0	0
18	CCCCc1c(C)nc2ccccc2c1SCCC(=O)O	-13	-6	·	6	1	i	10	3	4	-1
19	CCn1cc(S(=O)(=O)Nc2nc3ccc(OC)cc3s2)cn1	-3	0	-4	3	1	i	18	-1	·	-4
20	C(=N\n1cnnc1)/c1cccc(Oc2ccccc2)c1	1	0	-6	2	12	i	0	1	-7	1
21	COc1ccc(CCNC(=O)CSc2ncc(C(=O)Nc3ccccc3)c(=O)n2C)cc1	0	-1	2	3	-17	i	24	7	-8	·
22	O=C(CN(C(=O)c1ccc2c(c1)OCCO2)c1ccccc1)NCC1CCCO1 (centres undefined)	-7	1	3	·	-8	i	·	-4	-1	2
23	NC(=O)c1ccc(F)cc1	12	2	-2	-2	-3	i	-2	-8	·	-4
24	Cc1nnc(NC(=O)c2ccc(-c3ccc(Cl)cc3)o2)s1	-3	1	-1	-1	18	i	22	7	-5	·
25	CCN(c1ccc(NC(=O)COC(=O)c2ccc(C)c(S(=O)(=O)N3CCOCC3)c2)cc1)C(C)C	0	-2	0	0	-14	i	8	-9	-1	0
26	CNC(=S)N(Cc1ccc2c(c1)OCO2)C1CC(=O)N(c2ccccc2)C1=O (centres undefined)	-5	-1	4	4	2	i	1	-4	-3	-2
27	COc1ccccc1NC(=O)COC(=O)/C=C/c1ccc2c(c1)OCO2	7	-1	-3	1	17	i	12	0	0	3
28	O=C(NCc1ccccc1Cl)c1ccc2nnsc2c1	6	-1	-18	-5	-18	i	15	3	2	0
29	Cc1ccccc1NC(=O)NCc1cccnc1	-5	6	-1	2	6	i	14	-2	·	·
30	Nc1c(S(=O)(=O)c2cccs2)c2nc3ccccc3nc2n1Cc1ccc2c(c1)OCO2	-1	0	-6	0	7	i	32	16	3	1
31	COc1cc(CCC(=O)NNC(=O)c2cccc(Cl)c2)cc(OC)c1OC	7	-5	3	-2	4	i	20	-3	-4	-7
32	CCN(CC)S(=O)(=O)c1cccc(C(=O)Nc2ccc(Cl)cn2)c1	0	0	0	1	3	i	10	8	20	-6
33	Cc1ccccc1N1CCN(CC(=O)Nc2nc(C)c(C(=O)N(C)C)s2)CC1	1	1	0	-4	-8	i	7	-5	1	1
34	CN(C(=O)COC(=O)c1c2c(nc3ccccc13)CCCC2)c1c(N)n(Cc2ccccc2)c(=O)[nH]c1=O	19	-1	0	1	7	i	11	9	10	·
35	C=C(C)COc1ccc(-c2ncncc2-c2ccccc2)c(O)c1	2	2	9	-2	-9	i	11	1	1	1
36	COc1cccc(C2CCCN2Cc2nc(CC3CC3)no2)c1 (centres undefined)	14	-6	1	0	5	i	11	-1	-1	-3
37	O=C(Nc1ccc(Br)c(Cl)c1)C1CC1	0	0	11	0	21	i	32	-2	21	6
38	Cc1ccc(N(C(=O)C2CCCC2)C2C=CS(=O)(=O)C2)cc1 (centres undefined)	-2	-2	-9	-1	-3	i	16	4	0	-3
39	Cc1nnc(SCC(=O)Nc2ccc3c(c2)OCO3)[nH]c1=O	-5	-3	-4	4	11	i	7	-5	-5	0
40	CC(C)NC(=O)CC1Nc2c3ccccc3nc(=S)n2C1=O (centres undefined)	18	3	11	3	33	i	20	-1	-10	3
41	CSc1ccccc1-n1nnnc1SCc1ccccc1	-5	-2	-1	0	32	i	5	2	21	5
42	CC(C)C(=O)Nc1cccc(C(=O)Nc2ccc(S(=O)(=O)N3CCOCC3)cc2)c1	2	1	-2	1	1	i	7	5	-7	-1
43	O=C(O)/C=C/c1cn(-c2ccccc2)nc1-c1ccc2c(c1)OCCO2	-3	-3	-2	2	1	i	-18	-8	1	-4
44	Cc1ccc(C(C(=O)NC(C)(C)C)N(CCCN2CCOCC2)C(=O)c2ccc(-c3ccccc3)[nH]2)o1 (centres undefined)	-1	0	6	-3	15	i	9	-1	-3	2
45	Cc1cc(C)nc(NN2C(=O)C=CC2=O)n1	3	-1	0	-2	-14	i	-3	-2	1	6
46	OCCC1CN(Cc2ccc(-n3cccn3)cc2)CCN1Cc1ccccc1 (centres undefined)	-29	-2	12	-4	12	i	18	7	-8	-4
47	Cc1ccccc1Cn1nnc(C(=O)Nc2cccc(C)c2C)c1N	3	-1	7	1	21	i	13	-1	3	2
48	CCC(=O)Nc1cc2c(cc1C(=O)c1ccccc1)OCCO2	9	-6	0	-21	-4	i	13	-7	6	-1
49	COC(=O)c1cnn2c3c(c(C)nc12)CCCC3	-1	-2	-46	2	-2	i	34	7	0	1
50	Cc1ccc(S(=O)(=O)NC(C)C(=O)Nc2ccc3c(c2)OCO3)cc1 (centres undefined)	-17	3	-4	-1	-11	i	23	3	-8	6
51	COc1ccc(NC(=O)CSCC(=O)N(C)CC(=O)Nc2ccc(Cl)c(C(F)(F)F)c2)cc1	3	1	14	1	15	i	-80*	9	3	·
52	Cc1ccc(NC(=O)CCSc2nnc(C)o2)cc1	2	-3	-1	·	-24	i	·	-7	-1	2
53	COc1nc(NCc2cccnc2)nc(NC2CCCCC2)n1	-1	0	0	0	9	i	17	0	6	2
54	O=C(Oc1cccc2cccnc12)c1cccc(N2C(=O)C3C4CCC(C4)C3C2=O)c1 (centres undefined)	9	-1	?	3	18	i	11	15	·	7
55	CCOc1cc(CN2CCN(c3cccc(C(F)(F)F)c3)CC2)ccc1OC	-2	-1	7	1	-8	i	16	-6	-4	-1
56	COc1ccc(NC(=O)CN2CCc3ccccc3C2)c([N+](=O)[O-])c1	-1	0	-2	·	10	i	·	-3	2	-1
57	CCOC(=O)Cn1c(Br)nc2c1c(=O)[nH]c(=O)n2C	2	0	-3	1	0	i	8	-8	4	9
58	CC(C)(OC1OC(CO)C(O)C(O)C1O)[C@H]1Oc2ccc3ccc(=O)oc3c2[C@H]1O (some centres undefined)	0	-2	-32	0	-8	i	13	-10	8	-4
59	COc1ccc(N2CCN(C(CNC(=O)C(C)C)c3ccc4c(c3)OCO4)CC2)cc1 (centres undefined)	16	9	-1	0	19	i	6	1	3	-1
60	CC(C)NC(=O)Cn1c(SCC(=O)N2CCCc3ccccc32)nc2ccccc21	-5	-1	1	-1	-10	i	23	-2	2	2

(listing goes on)
item	compound	Platelet DG rel	GSK3A inh	HDAC3 inh	GSK3beta inhib	HSF-1 act	PolyA inh	AI-2 QS mod	HSF1 inh	Dyrk1A ADPGlo	HSP90 refold inh
61	CCOC(=O)c1sc(=S)n(-c2ccccc2Cl)c1SC	0	-2	-2	1	-1	i	5	-2	·	-1
62	CC(C)(C)C(=O)/C(=C\c1ccc([N+](=O)[O-])cc1)n1cncn1	20	0	11	-3	-27	i	5	?	·	5
63	COc1ccccc1C(=O)N1CC2(C)CC1CC(C)(C)C2 (centres undefined)	12	0	5	-1	5	i	18	1	-6	-2
64	Cc1ccc(NC(=O)c2cnccn2)c(OC(F)F)c1	1	-2	-5	-4	-8	i	22	-5	-2	0
65	CCSc1nnc(NC(=O)CSC2=NN3CCCC(=O)N=C3S2)s1	2	3	0	0	-4	i	-19	-5	·	0
66	O=C(NC(=S)NCCCN1CCOCC1)c1ccc(Br)cc1	-23	1	-3	3	0	i	18	5	11	-1
67	CC(C)(C)c1ccc(OCCCC(=O)NC2=NCCS2)cc1	-2	1	-1	-3	12	i	25	12	-10	3
68	O=S(=O)(c1ccccc1C(F)(F)F)N1CCN(CC(O)COc2ccccc2F)CC1 (centres undefined)	5	-1	4	0	-19	i	4	-8	-5	-4
69	COc1ccc(CNC(=O)c2csc(Cc3ccc(Cl)cc3)n2)cc1	4	0	0	0	3	i	2	-3	0	0
70	CSc1ccccc1-c1nnc(-c2ccccc2)o1	2	-1	-5	5	36	i	6	26	·	6
71	Fc1ccc(-[n+]2nc(Nc3ccccc3)sc2-c2ccc(OCc3ccccc3)cc2)cc1	1	-3	6	-2	1	i	-4	0	8	3
72	COc1ccc(N(CC(=O)Nc2c(C)n(C)n(-c3ccccc3)c2=O)S(=O)(=O)c2ccc(C)cc2)cc1OC	2	-2	-11	-1	-17	i	23	0	23	4
73	COc1ccc2ccccc2c1/C=N\n1c(C)cc(C)c(C(N)=O)c1=O	-7	-1	1	1	1	i	30	-5	5	2
74	CCc1nc(SCC(=O)Nc2ccc(OC)cc2[N+](=O)[O-])n[nH]1	-1	3	1	4	·	i	8	·	15	4

Compound activity: PubChem BioAssay, several laboratories

These rows are one share of the data. The share of hits here may be higher or lower than overall.
